# CHO parental Ca – counter-screen: ATP calcium response change in parental CHO cells; parental CHO-K1, ATP-induced calcium, Fluo-8 fluorescence; inhibition, % at 5.6 µM; hit rate 0.63% among 330,000; AID 463079;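 active = inhibition above that plate's mean sample inhibition plus 3 SD, cut at about 26% in these data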;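 also: 0% = ATP-challenged DMSO wells and 100% = DMSO wells without ATP; some compounds past the cut are filed as inactive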
#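 Test system: parental CHO cells; detection: calcium-sensitive Fluo-8 fluorescence; evaluation: percent inhibition of calcium signal; also added: ATP as calcium-mobilizing challenge; repeats: one well per compound; control set: ATP-challenged DMSO wells low, unchallenged DMSO wells high; compound: single nominal dose of 5.6 µM per compound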
# M1 ag parental – counter-screen for M1 agonists: effect in parental CHO-K1 cells. AID 602248. Fluo-8 calcium fluorescence; scaled to maximal ATP response, vehicle zero. activation, % at 3 µM. hit rate 0.48% among 360,000; in the data active = activation above about 15%;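 also: untransfected CHO-K1 host cells lacking M1 receptor as counterscreen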
# OXTR potentiator – potentiates the human oxytocin receptor response. P30559. CHO-OTR cells, Fluo-8 calcium fluorescence, potentiator mode; 0% = oxytocin EC15, 100% = EC100. activation, % at 3 µM. hit rate 0.061% among 320,000. AID 2445;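 active = activation above that plate's cutoff, the mean activation of tested compounds plus 3 SD, cut at about 6.6% in these data, passing the limit was not always enough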;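 also: 100% uses oxytocin at 75 nM as the full agonist control; some results filed as inactive read as strong as hits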
# Target sequence (P30559 whole entry, looked up): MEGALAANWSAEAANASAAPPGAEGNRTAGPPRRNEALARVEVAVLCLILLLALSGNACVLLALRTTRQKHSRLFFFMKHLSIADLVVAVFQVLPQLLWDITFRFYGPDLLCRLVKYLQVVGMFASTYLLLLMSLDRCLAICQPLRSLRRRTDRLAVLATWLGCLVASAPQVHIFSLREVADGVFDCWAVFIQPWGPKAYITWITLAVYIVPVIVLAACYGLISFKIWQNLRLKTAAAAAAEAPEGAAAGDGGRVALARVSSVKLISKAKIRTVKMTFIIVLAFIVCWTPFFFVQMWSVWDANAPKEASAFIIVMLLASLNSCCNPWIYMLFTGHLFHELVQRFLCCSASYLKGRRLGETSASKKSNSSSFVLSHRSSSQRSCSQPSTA
#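 Replication – single well per compound, singlicate · Assay system – CHO cell line stably expressing human OTR · Timing – 6 min pre-incubation, 100 s read · Measure – normalized max/min fluorescence ratio, % activation · Doses – 3.0 µM, one dose · Detection – Fluo-8 calcium dye fluorescence · Probe or stimulus – oxytocin near EC15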
# M1 PAM parental – M1 PAM counterscreen hit in parental CHO-K1 cells | ATP EC20, Fluo-8 calcium fluorescence; 0% at ATP EC20, 100% at ATP max | activation, % at 3 µM | hit rate 0.02% among 360,000 | AID 602247;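 active = activation above the run cutoff, the mean activation of all test compounds plus 3 SD, cut at about 40% in these data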;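 also: peak over basal fluorescence ratio in a 140 s read after ATP addition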
# M1 ag – activates human CHRM1 receptor | activation, % at 3 µM | CHO-K1 hM1, Fluo-8 calcium fluorescence, agonist mode; 0% DMSO, 100% acetylcholine EC100 | hit rate 0.33% among 360,000 | P11229 | AID 588814;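 active = activation above the run's mean compound activation plus 3 SD, cut at about 16% in these data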;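 also: peak over basal fluorescence ratio within a 140 s kinetic read after compound addition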
# TAAR1 agonist – human TAAR1 agonism; Q96RJ0; CHO RD-HGA16 TAAR1, Fluo-8 calcium fluorescence; vehicle wells 0%, saturating PEA agonist 100%; activation, % at 3 µM; hit rate 0.99% among 360,000; AID 624467;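 active = activation above the mean activation of all test compounds in the run plus 3 SD, cut at about 38% in these data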
#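 System: CHO-derived RD-HGA16 cells with stable Gα16 and human TAAR1 / Times: 17-24 h plating, Fluo-8 75 min 37 °C, 30 min RT / Technique: calcium-sensitive Fluo-8 signal, excitation 470-495, emission 515-575 nm / Measure: % activation relative to PEA EC100 response / Benchmarks: DMSO and PEA EC100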
# V1aR counter – activates human V1a receptor in oxytocin agonist counter-screen | CHO-V1R cells, Fluo-8 calcium fluorescence, agonist mode; 0% DMSO, 100% 3 nM vasopressin | P37288 | hit rate 0.25% among 320,000 | activation, % at 3 µM;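 active = activation above the mean activation of all tested compounds plus 3 SD, per screening run, cut at about 20% in these data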;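 also: signal is peak over basal fluorescence ratio across a 100 second FLIPR read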
# Target sequence (P37288 whole entry, looked up): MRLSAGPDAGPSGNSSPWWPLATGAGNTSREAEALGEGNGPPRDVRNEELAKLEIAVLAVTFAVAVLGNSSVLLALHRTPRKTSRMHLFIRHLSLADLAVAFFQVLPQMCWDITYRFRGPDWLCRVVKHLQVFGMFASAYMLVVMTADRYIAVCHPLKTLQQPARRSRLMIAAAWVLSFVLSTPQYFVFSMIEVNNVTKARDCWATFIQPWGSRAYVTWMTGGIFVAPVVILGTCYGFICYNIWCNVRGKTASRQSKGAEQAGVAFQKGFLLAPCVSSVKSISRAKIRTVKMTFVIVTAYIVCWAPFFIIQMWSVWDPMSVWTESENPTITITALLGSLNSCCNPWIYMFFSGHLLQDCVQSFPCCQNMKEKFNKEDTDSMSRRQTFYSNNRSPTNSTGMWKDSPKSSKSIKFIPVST
# TAAR1 antag – antagonists of human TAAR1 | inhibition, % at 3 µM | CHO RD-HGA16 TAAR1, Fluo-8 calcium fluorescence, antagonist | AID 624466 | hit rate 1.5% among 360,000 | Q96RJ0;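 active = inhibition above a per-plate cutoff, the mean inhibition of test compounds on that plate plus 3 SD, cut at about 49% in these data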;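 also: 0% = DMSO plus EC80 beta-PEA response and 100% = DMSO alone without agonist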
#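 Test system: RD-HGA16 CHO cells with stable hTAAR1 and Gα16 / Probe or stimulus: EC80 β-phenethylamine stimulus / Times: seeding 17-24 h prior, 75-min 37 °C, 30-min RT dye loading / Detection: Fluo-8 calcium-sensitive fluorescence / Read-out basis: % inhibition scaled between DMSO and EC80 PEA controls / Repeats: singlicate, one well per test compound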
# CHO-K1 Ca antag – nonselective inhibitor or artifact in parental CHO-K1 cells; ATP-induced calcium, Fluo-8 fluorescence; inhibition, % at 3 µM; hit rate 0.6% among 360,000; AID 602250;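 active = inhibition above a per-plate cutoff, the plate's mean sample inhibition plus 3 SD, cut at about 24% in these data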;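 also: 0% = DMSO plus EC80 ATP and 100% = DMSO alone without ATP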
# Active calls of the source: *; . = not tested or not shown.
Structure	CHO parental Ca	V1aR counter	M1 ag	CHO-K1 Ca antag	TAAR1 antag	TAAR1 agonist	M1 ag parental	M1 PAM parental	OXTR potentiator
O=C(CSc1ccccc1)Nc1nc2ccccc2[nH]1	-5	1.4	-7	8	14	3	0.3	-2	-2
Cc1cc(C)c(C(=O)/C=C/c2ccc3c(c2)OCO3)c(=O)[nH]1	-12	1.1	-6	5	-7	-1	-0.7	0	0
S=C1NCCN1CC1CCN(CCC23CC4CC(CC(C4)C2)C3)CC1	.	.	-11	-7	-14	3	0.4	-11	.
Cc1cc(OCc2nnc(SC(C)C(=O)O)n2-c2ccccc2)ccc1Cl (configuration not stated)	-3	0.0	-4	-5	-25	3	0.8	-2	-4
Cc1ccsc1/C=N/NS(=O)(=O)c1ccc([N+](=O)[O-])cc1	-12	0.7	-5	-7	-12	5	0.2	4	-3
CNC(=O)/C(C#N)=C/c1cc(C)n(-c2ccc(N3CCOCC3)cc2)c1C	-7	-1.4	-2	-1	-4	4	0.7	7	-4
COC(=O)c1cc(COc2ccc3ccc(=O)oc3c2)c(C)o1	-12	0.2	-3	10	-8	12	0.1	-1	-3
c1ccc(Oc2cc(-n3cccn3)ncn2)cc1	-8	-0.8	-2	-7	-12	6	-0.5	3	-15
Cc1ccccc1OCc1nnc(SCC(=O)Nc2ccc3c(c2)oc2ccccc23)n1C	-9	-0.1	-3	-7	4	8	0.2	0	0
CCNC(=O)Nc1cc2nc(C)n(Cc3ccc(Br)cc3)c2nc1C	2	-0.7	4	9	6	0	-0.5	1	-11

# An excerpt from above in order of their number in TAAR1 agonist, low to high:
Structure | TAAR1 agonist
Cc1cc(C)c(C(=O)/C=C/c2ccc3c(c2)OCO3)c(=O)[nH]1 | -1
Cc1cc(OCc2nnc(SC(C)C(=O)O)n2-c2ccccc2)ccc1Cl (configuration not stated) | 3
Cc1ccccc1OCc1nnc(SCC(=O)Nc2ccc3c(c2)oc2ccccc23)n1C | 8

# Back to the main list; the two compounds before the break are reprinted first.
Structure	CHO parental Ca	V1aR counter	M1 ag	CHO-K1 Ca antag	TAAR1 antag	TAAR1 agonist	M1 ag parental	M1 PAM parental	OXTR potentiator
Cc1ccccc1OCc1nnc(SCC(=O)Nc2ccc3c(c2)oc2ccccc23)n1C	-9	-0.1	-3	-7	4	8	0.2	0	0
CCNC(=O)Nc1cc2nc(C)n(Cc3ccc(Br)cc3)c2nc1C	2	-0.7	4	9	6	0	-0.5	1	-11
Cc1cccc(C)c1NC(=O)COC(=O)c1c(C)nn(-c2ccccc2)c1C	-7	0.2	-4	-15	-6	1	1.4	13	-7
O=C(N/C(=C\c1cccs1)C(=O)N1CCOCC1)c1ccco1	-3	0.7	-7	5	-11	1	0.3	-3	2
CN1CCCC(CC2c3ccccc3Sc3ccccc32)C1 (configuration not stated)	0	4.6	-3	1	5	21	2.0	9	-18
O=C(NCCc1ccc(F)cc1)C(=O)NCC1CCCN1S(=O)(=O)c1ccccc1 (configuration not stated)	-24	0.1	2	11	65*	16	10	-9	-11
COc1cccc(C(=O)/C=C/Nc2ccc(S(=O)(=O)Nc3onc(C)c3C)cc2)c1	-22	0.3	-5	5	-11	3	-0.3	1	-4
CC(=O)Nc1ccc2c(CSc3nnc(N)s3)cc(=O)oc2c1	12	0.1	-2	2	-34	1	1.0	7	3
CNC(=O)c1cn2c3c(ccc(Cl)c3c1=O)OC(C)C2 (configuration not stated)	.	.	-4	-10	-9	2	1.6	-7	.
Cc1cc(C)nc(SCC(=O)Nc2ccc(N3CCOCC3)c(Cl)c2)n1	22	7.5	7	14	-2	7	9.8	12	-25
COc1cccc(NC(=O)COc2ccc(S(=O)(=O)NC(C)C)cc2)c1	-11	2.4	-3	-7	4	6	0.8	19	-5
O=C1CN(C(=O)COC(=O)CNS(=O)(=O)/C=C/c2ccccc2)c2ccccc2N1	-1	1.2	-5	-4	-10	5	0.2	-7	-13
CN1CCN(CCCNC(=O)CN2C(=O)COc3ccccc32)CC1	-4	1.7	-6	-8	5	-1	0.6	10	-4
COc1cccc(N2CCN(C(=O)c3cc4cc(Cl)ccc4[nH]3)CC2)c1	.	.	-5	-14	-9	0	1.6	4	.
CCCCNCCS(=O)(=O)NCc1ccc(OC)cc1	.	.	-3	-13	-22	1	-0.1	20	.
CCOc1ccc(N2CC(C(=O)NCCc3ccc(S(N)(=O)=O)cc3)CC2=O)cc1 (configuration not stated)	8	0.2	-5	-8	-10	1	0.3	-16	-3
CC(C)NC(=O)c1cc(-c2cccs2)nc2ccccc12	-6	2.0	-4	-7	35	6	5.3	14	5
COc1cc2ccccc2cc1C(=O)Nc1ccc(S(=O)(=O)Nc2cc(C)on2)cc1	-12	3.0	-12	-8	5	1	1.1	13	-3
Cc1cc(C)n(CCN(C)c2nc3nonc3nc2N2CCCCC2)n1	-11	0.3	-3	-3	1	-1	0.6	2	0
COc1ccc(NS(=O)(=O)c2ccc3oc4ccccc4c3c2)cn1	-3	5.1	8	14	-9	17	6.0	-8	-12
COc1ccc(-c2nnc(SCC(=O)Nc3cc(C)on3)n2N)cc1OC	1	2.0	-3	-5	-6	7	0.4	2	-15
O=C(c1cc(-c2ccccc2)on1)N1CCN(C(=O)c2ccco2)CC1	-10	0.6	3	-7	7	12	2.3	15	-6
CCCCCCCCN1C(=O)[C@H](CC(=O)N2CCOCC2)C[C@@]2(C(=O)OCC)CCCC=C12	.	.	.	5	-11	-2	-0.4	-14	.
Cc1ccc2cc(C#N)c(N3CCCN(C(=S)NCCCN(C)C)CC3)nc2c1	-7	1.4	-8	-10	-24	0	1.3	20	-13
CN(Cc1ccccc1)C(=O)Cn1cccc1C(=O)c1ccccc1	-6	-0.6	-4	5	6	4	-0.1	-14	-15
CCOc1ccc(-n2cc(-c3ccccc3)c3c(=O)[nH]cnc32)cc1	-14	0.7	-4	-2	13	-2	0.2	-1	-7
Cc1ccc(CN2C(=O)C(C)Nc3ncnc(N4CCN(c5ccccn5)CC4)c32)cc1 (configuration not stated)	-27	-0.7	-10	-7	17	4	0.5	18	-10
Cc1ccc(C)c(NC(=O)COC(=O)c2ccc(S(=O)(=O)N3CCCC3)cc2)c1	.	.	-5	1	3	2	0.5	9	.
COc1ccc(C(=O)Nc2cc(C(=O)NCCc3ccccc3)ccc2Cl)cc1	-6	2.5	-5	-10	43	4	2.3	3	-12
COCCCN(C(=O)CSCC(=O)Nc1cccc(C)c1)c1c(N)n(Cc2ccccc2)c(=O)[nH]c1=O	-2	0.0	-2	-1	-8	0	0.9	-7	-1
COCC(C)NC(=O)NC1(C(F)(F)F)Oc2ccc(Cl)cc2O1 (configuration not stated)	-6	3.7	-5	8	8	3	0.2	4	-7
COc1ccc(N2CCN(C(=O)COc3ccccc3)CC2)cc1	-12	0.6	.	.	-24	8	.	.	-2
COc1ccc(C(=O)NNC(=O)CCCCC(=O)NNC(=O)c2ccc(OC)cc2)cc1	-3	-0.3	-4	4	15	3	0.1	6	-2
Cc1ccccc1-c1nnn(CC(=O)Nc2ccc3c(c2)OCCO3)n1	2	1.4	-2	-6	-18	6	0.6	4	-8
CC(C)Cc1nc(Nc2ccccc2C#N)c2nnn(Cc3ccccc3)c2n1	-14	5.5	-4	0	-11	-1	-0.5	-8	-17
CN(Cc1ccc(OC(F)F)cc1)C(=O)c1cccc(S(=O)(=O)N2CCN(c3ccccc3)CC2)c1	.	.	0	20	75*	9	14	-22	.
COc1ccc(CN2CCNC(=O)C2CC(=O)NCCc2c[nH]c3ccccc23)c(OC)c1 (configuration not stated)	-22	-0.9	-4	-4	-2	1	0.0	8	-20
CCN(CC)C(=O)Sc1cccc2cccnc12	-1	1.1	-4	7	8	8	0.3	-17	-2
COc1cc(/C=N/NC(=S)Nc2cccnc2)cc(OC)c1OC	-21	-0.2	-8	-5	5	3	0.9	19	8
COc1cccc(NC(=O)CSCc2n[nH]c(=O)[nH]2)c1	-5	0.7	-4	14	0	0	-0.1	-4	4
CCOCCCNC(=O)C1(O)c2cc(Br)ccc2NC(=O)N1c1ccc(CC)cc1 (configuration not stated)	-13	-0.7	-1	-18	6	3	0.7	-11	-7
Cc1c(Cl)cccc1NC(=O)NN1CCN(C)CC1	.	.	2	0	-9	6	0.2	13	.
Cc1ccc(NC(=O)CN2C(=O)S/C(=C\c3ccccn3)C2=O)cc1	-8	0.0	-11	-13	19	2	1.3	19	-6
O=C1N=C(N2CCCCC2)S/C1=C\c1ccccc1F	-10	-0.2	-7	3	10	-2	0.8	5	-3
Cc1ccc(S(=O)(=O)N2CCN(C(=O)C(F)(F)F)C2c2ccc(N(C)C)cc2)cc1 (configuration not stated)	3	0.6	-2	0	9	-1	0.4	-11	-5
O=S1(=O)CC(N2CCCCC2)C1CN1CCCCC1 (configuration not stated)	.	.	3	-7	-29	7	0.1	11	.
CCN(CC)C(=O)CN1CCC(c2nc3cc(C)c(C)cc3[nH]2)CC1	-4	-0.3	3	9	-11	1	-0.6	-19	-5
COC(=O)C(c1ccccc1)N(Cc1cccc(CN(C(C(=O)OC)c2ccccc2)S(C)(=O)=O)c1)S(C)(=O)=O (configuration not stated)	-11	3.1	-5	-12	4	6	1.0	7	-11
CCCN(Cc1cc2cc(C)ccc2[nH]c1=O)C(=O)c1cccc(OC)c1	-11	1.4	-1	14	2	6	0.1	-6	-19
Cc1cc(F)ccc1NC(=O)CCCN(C)S(=O)(=O)c1ccc(F)cc1	-7	1.3	1	-10	-6	2	1.7	8	-13
CN(C)C(=O)COC(=O)c1cccc(S(=O)(=O)Nc2ccc(OCc3ccccc3)cc2)c1	-8	6.5	1	-11	18	7	3.1	15	0
CCn1c2ccccc2c2cc(NC(=O)COc3ccccc3)ccc21	-35	-0.2	-7	-2	-3	1	0.0	15	-2
Cc1noc(C)c1COc1ccc(C(=O)Nc2ccccc2)cc1	-14	1.3	-4	-7	19	0	3.2	24	-4
O=C(CCn1c(=O)[nH]c2ccsc2c1=O)N1CCc2ccccc2C1	-1	-1.1	-1	-8	1	1	0.3	17	-19
